# D2 antagonist – antagonizes the human D2 dopamine receptor; HEK293 TREx D2 cells, calcium flux, dopamine EC80; 340,000 compounds, 2% hits; inhibition, % at 10 µM; in the data active means inhibition above about 30%; further: 0% is about no effect
# Target sequence (P14416 whole entry, looked up): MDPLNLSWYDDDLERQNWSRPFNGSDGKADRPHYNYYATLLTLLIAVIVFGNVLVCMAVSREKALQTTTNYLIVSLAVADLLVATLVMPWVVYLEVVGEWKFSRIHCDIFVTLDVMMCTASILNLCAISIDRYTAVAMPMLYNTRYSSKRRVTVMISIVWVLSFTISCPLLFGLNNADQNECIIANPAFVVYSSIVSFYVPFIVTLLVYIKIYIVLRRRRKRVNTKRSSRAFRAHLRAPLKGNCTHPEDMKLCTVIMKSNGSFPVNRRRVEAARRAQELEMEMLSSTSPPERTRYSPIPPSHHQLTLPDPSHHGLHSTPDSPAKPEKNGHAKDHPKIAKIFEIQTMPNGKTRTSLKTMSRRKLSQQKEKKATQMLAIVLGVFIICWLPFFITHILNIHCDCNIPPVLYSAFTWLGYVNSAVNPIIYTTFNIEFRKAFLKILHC
#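 In this primary screen, negative modulation is detected by tracking calcium flux after an EC80 dopamine challenge in inducible HEK293 T-REx D2 cells preexposed to test compound for 180 s.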
# D1 potentiator – enhances dopamine response at the human D1 receptor; 360,000 compounds, 0.036% hits; potentiation, % at 10 µM; P21728; HEK293 TREx D1 cells, calcium flux, dopamine EC20 potentiation; AID 504651; in the data active means potentiation above about 30%; further: 0% is about no effect
# TRHR ag – activates the human TRH receptor; P34981; TRHR cells, calcium flux fluo-8, FDSS agonist mode; activation, % at 2 µM; 360,000 compounds, 0.18% hits; further: 0% is about no effect
# Target sequence (P34981 whole entry, looked up): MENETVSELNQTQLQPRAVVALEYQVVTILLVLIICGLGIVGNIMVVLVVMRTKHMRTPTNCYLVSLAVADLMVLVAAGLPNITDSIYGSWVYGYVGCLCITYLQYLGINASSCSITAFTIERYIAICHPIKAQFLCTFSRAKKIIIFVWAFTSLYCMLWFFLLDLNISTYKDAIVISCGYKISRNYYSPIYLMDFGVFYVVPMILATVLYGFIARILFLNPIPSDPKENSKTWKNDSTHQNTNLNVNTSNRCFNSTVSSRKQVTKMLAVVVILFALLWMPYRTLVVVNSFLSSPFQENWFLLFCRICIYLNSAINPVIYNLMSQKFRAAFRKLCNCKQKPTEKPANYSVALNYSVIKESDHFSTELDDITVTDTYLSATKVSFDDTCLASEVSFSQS
#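 TRHR-expressing cells, plated overnight in medium with 10% serum, were loaded with fluo-8 calcium dye at room temperature. After a 10 s baseline, library compound was pin-added and calcium release was recorded kinetically (ex 480/em 530) as agonist response.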
# RXFP1 antag – blocks the human relaxin receptor RXFP1. Q9HBX9. activity change, negative = inhibition, % at 57.5 µM. HEK293-RXFP1, relaxin-stimulated cAMP HTRF, 30 min; hits give low values. 350,000 compounds, 0.59% hits;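 active means activity change of -60% or lower, but not beyond a set lower limit; inconclusive means change between -60% and -40%, or beyond the set limit; inactive means change above -40%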; further: on the % scale 0 is the no-effect control and ±100 the full control effect
# D2 PAM – positive allosteric modulators of human D2 dopamine receptor; 340,000 compounds, 0.34% hits; potentiation, % at 10 µM; P14416; HEK293 T-REx D2, calcium flux, EC20 dopamine potentiation;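 active means potentiation over 3 SD above the plate norm, cut at about 30% in these data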; further: 0% is about no effect
#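 Potentiation of an EC20 dopamine calcium response measured kinetically over 180 s, after a preceding 180 s compound-only read flagging agonists. Cells: inducible Hek293 Trex D2 line, 4000/well, cultured overnight at 30 C before dye loading.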
# D1 antag – antagonists of human D1 dopamine receptor. P21728. HEK293 TREx D1 cells, calcium flux, dopamine EC80; hits give low values. activity change, negative = inhibition, % at 10 µM. 360,000 compounds, 3.2% hits. AID 504652; in the data active means activity change below about -30%; further: on the % scale 0 is the no-effect control and ±100 the full control effect
#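 Inducible Hek293 Trex D1 cells (tetracycline, overnight, 30 C). Calcium dye 30–90 min RT. Antagonist mode: EC80 dopamine added after 180 s compound read.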
# TRHR enhancer – TRH receptor (human) allosteric enhancement; P34981; TRHR cells, fluo-8 calcium fluorescence, EC20 TRH enhancement; enhancement, % at 2 µM; 360,000 compounds, 0.66% hits; AID 493056; in the data active means enhancement above about 30%; further: 0% is about no effect
#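 TRHR-expressing cells loaded with fluo-8 calcium dye were read kinetically (ex 480/em 530) during compound addition, then stimulated with an EC20 of TRH (10 nM final). Enhancement of the Gq-mediated intracellular calcium response was scored.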
# D2 ag – D2 dopamine receptor (human) agonism; P14416; activation, % at 2 µM; 340,000 compounds, 0.53% hits; HEK293 T-REx D2 cells, calcium flux agonist mode;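 active means activation over 3 SD above normal in the single-dose calcium agonist read, cut at about 30% in these data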; further: 0% is about no effect
#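 Agonism is scored from calcium flux in a force-coupled, inducible HEK293 cell line expressing D2, read kinetically for 180 s after compound addition against dopamine controls.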
# D1 agonist – agonists of human D1 dopamine receptor | activation, % at 2 µM | HEK293 T-REx D1 cells, calcium flux, agonist mode | AID 504660 | P21728 | 360,000 compounds, 1% hits; further: 0% is about no effect
#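 Agonism was scored from calcium flux recorded over 180 s (1 read/s) after pintool compound addition, following a 10-cycle baseline. Cells were inducible force-coupled HEK293 TREx D1, plated overnight at 30 C and loaded with no-wash calcium dye.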
# * = called active by the depositor; ? = inconclusive; / = not tested or not shown. Unless noted, no stated cut-off is given here; in the data, active means activation above about 30%; inactive means the rest. Hits appear at their usual frequency; 7.3% or so of the library scored in one or more.
# Letters: A = D2 antagonist; B = D1 potentiator; C = TRHR ag; D = RXFP1 antag; E = D2 PAM; F = D1 antag; G = TRHR enhancer; H = D2 ag; I = D1 agonist
> O=C(c1cc(N2CCOCC2)c(F)cc1[N+](=O)[O-])N1CCOCC1
  A: 12; B: -5; C: 0.5; D: 3; E: -3; F: 36; G: 5; H: 3.0; I: -2
> Cc1ccc(N/N=C(\C#N)C(=N)N2CCCCCC2)cc1
  A: 16; B: /; C: -1.2; D: -3; E: -16; F: -2; G: 4; H: -0.5; I: 11
> COc1ccc([C@H]2CC(=O)C=C(c3cccc(C(C)C)c3)C2)cc1OC
  A: 15; B: -6; C: -0.2; D: /; E: 13; F: /; G: -3; H: -0.2; I: 6
> CCCn1c2ccccc2c2cnn(CC(=O)NCc3ccccc3Cl)c(=O)c21
  A: /; B: 3; C: 0.6; D: -9; E: 5; F: -2; G: -4; H: -0.1; I: 2
> Cc1cc(C(=O)COC(=O)c2ccc3c(c2)OCO3)c(C)n1CC1CCCO1 (stereo not drawn)
  A: -9; B: -8; C: 0.1; D: -12; E: -15; F: -2; G: 11; H: 2.0; I: 13
> CSc1ccc(/C=N/S(=O)(=O)c2ccccc2)cc1
  A: 0; B: -3; C: 0.4; D: 5; E: 0; F: 5; G: -4; H: 0.1; I: 3
> COC(=O)C(=O)Nc1nnc(COc2ccccc2)s1
  A: 11; B: -4; C: 0.8; D: 1; E: 1; F: 13; G: 7; H: 0.3; I: 2
> Cc1ccc(Cn2c(C(=O)Nc3ccc(Cl)cc3)cc3sccc32)cc1
  A: /; B: -4; C: -1.5; D: /; E: 13; F: -10; G: 8; H: -1.0; I: 11
> Cc1cccc(C)c1NC(=S)N1CCCN(C)CC1
  A: 5; B: -5; C: 0.1; D: -3; E: 5; F: 6; G: 3; H: 0.4; I: 1
> CN1C(=O)C(C(=O)Nc2ccccc2F)c2ccccc21 (stereo not drawn)
  A: 5; B: -3; C: 0.8; D: 2; E: 0; F: -18; G: -2; H: 0.3; I: 4
> COCCNC(=O)c1ccccc1NC(=O)COc1ccccc1
  A: 8; B: -2; C: 0.2; D: 12; E: 18; F: -22; G: 0; H: -2.3; I: 1
> COC(=O)c1cc(=O)nc2sccn12
  A: -10; B: -2; C: 0.1; D: 3; E: 15; F: -1; G: -4; H: 0.4; I: 3
> OC(CNCc1ccc(Cl)cc1)(c1ccccc1)c1ccc(F)cc1 (stereo not drawn)
  A: 20; B: -3; C: 3.0; D: -34; E: -7; F: 5; G: 1; H: -0.1; I: 14
> Cc1ccc(C)c(NC(=O)c2nnn(Cc3ccc(F)cc3Cl)c2N)c1
  A: /; B: -3; C: 8.6; D: -25; E: 5; F: -32*; G: 0; H: 6.7; I: 79*
> COc1ccc(OC)c(N(CC(=O)N2CCCCC2)S(=O)(=O)c2ccc(OC)c(OC)c2)c1
  A: 19; B: -9; C: 0.7; D: 0; E: -5; F: -6; G: -1; H: -0.6; I: 1
> O=C(Nc1ccc2c(c1)OCO2)c1cc(-c2ccncc2)nc2ccccc12
  A: 10; B: -6; C: 0.3; D: -30; E: 2; F: 5; G: -1; H: 0.3; I: 0
> Nc1nc(SCC(=O)N2CCN(c3ccccc3)CC2)n[nH]1
  A: -36; B: 1; C: 0.1; D: 2; E: -6; F: 10; G: 4; H: 1.2; I: 4
> Cc1ccc(S(=O)(=O)/N=C2/NC(=O)/C(=C/c3ccc(Br)o3)S2)cc1
  A: -10; B: -4; C: -0.4; D: 1; E: -3; F: -15; G: -4; H: 0.1; I: 2
> COC(=O)CN(C)C1CC(=O)N(c2ccc(Cl)cc2)C1=O (stereo not drawn)
  A: 15; B: -4; C: -0.2; D: 11; E: -2; F: 3; G: 2; H: -1.1; I: 1
> COc1cc(/C=N/NC(=O)C(N)=O)ccc1OCC(=O)N1C(C)CCCC1C (stereo not drawn)
  A: 4; B: 0; C: 1.0; D: -1; E: -12; F: -17; G: -7; H: 0.7; I: 2
> O=C1NC(=S)N/C1=C\c1ccccc1OCc1ccc(C(=O)O)cc1
  A: -4; B: -2; C: -0.1; D: -2; E: -4; F: 4; G: -4; H: 0.1; I: 3
> COc1ccc(/C=N/NC(=O)Cn2ccnc2C)cc1OC
  A: -6; B: -2; C: 0.9; D: -2; E: -1; F: 12; G: 3; H: 0.5; I: 1
> Cc1cccc(OC(=O)CSc2nnc(CNC(=O)c3ccccc3)o2)c1C
  A: /; B: 0; C: 0.8; D: 1; E: -2; F: 13; G: 1; H: 0.7; I: 0
> O=C(NC(=O)c1cccc(F)c1)Nc1ccc(-c2cc(C(F)(F)F)nn2-c2ccccc2)cc1
  A: /; B: -5; C: -1.9; D: 6; E: 0; F: -4; G: 7; H: 0.0; I: 0
> COC(=O)[C@H](CCSC)NS(=O)(=O)c1ccccc1Br
  A: -6; B: -9; C: -0.3; D: /; E: 4; F: 17; G: -4; H: 0.1; I: 1
> CCc1ccc(NC(=O)CSC2=C(C#N)C(c3ccco3)C3=C(CCCC3=O)N2)cc1 (stereo not drawn)
  A: 20; B: -11; C: 0.7; D: -16; E: 12; F: -61*; G: 1; H: -1.3; I: 0
> CC(=O)Nc1ccc(NC(=O)COc2ccc([N+](=O)[O-])cc2)cc1
  A: 13; B: -3; C: -0.3; D: 6; E: 8; F: -1; G: -10; H: -0.1; I: 1
> Cn1c(SCC(N)=O)nc2c([nH]c3ccccc32)c1=O
  A: /; B: 1; C: -0.1; D: 4; E: 14; F: 4; G: -1; H: 0.0; I: 0
> O=C(CCCn1c(=S)[nH]c2ccccc2c1=O)N1CCCCC1
  A: /; B: -7; C: 0.2; D: ?; E: -1; F: 12; G: 10; H: /; I: 0
> Cc1nc(NCc2cccnc2)c2c3c(sc2n1)CC(C)CC3 (stereo not drawn)
  A: -14; B: 3; C: -1.4; D: -18; E: 0; F: -3; G: -4; H: 1.0; I: 1
> CCCOc1ccc(-c2cc(C(F)(F)F)c(C#N)c(SCC(=O)O)n2)cc1
  A: 7; B: -2; C: -0.1; D: -21; E: 2; F: 5; G: 2; H: -0.7; I: 1
> C=CCc1ccc(OCCN2CCc3ccccc3C2)c(OC)c1
  A: -24; B: -4; C: 0.9; D: -21; E: -27; F: -16; G: 8; H: -1.2; I: 2
> O=C(NC1CCSc2ccccc21)c1ccccc1Br (stereo not drawn)
  A: -1; B: -8; C: 0.2; D: 7; E: -3; F: -24; G: -2; H: 0.4; I: 1
> O=C(NCCn1c(C(F)(F)F)nc2ccccc21)[C@H]1CCCN1c1nc(CN2CCCCC2)cs1
  A: 9; B: 3; C: -0.9; D: /; E: -4; F: -11; G: 2; H: 0.5; I: 1
> O=C(Nc1cccc(C(F)(F)F)c1)c1c(O)c2ccccc2[nH]c1=O
  A: 11; B: 0; C: -0.2; D: 10; E: 2; F: 0; G: 20; H: -0.8; I: 4
> CCN(CC)S(=O)(=O)c1cccc(-c2nnc(SCC(=O)N3CCC(C(=O)O)CC3)n2N)c1
  A: -4; B: -1; C: 0.0; D: 14; E: 3; F: 3; G: 5; H: 0.2; I: 3
> Cc1nsc(Nc2ccc([N+](=O)[O-])cc2)c1C#N
  A: 9; B: -5; C: 8.3; D: -4; E: 11; F: -30; G: -5; H: 9.7; I: 30
> O=C(Nc1cc2ccc(O)cc2oc1=O)c1ccccc1
  A: /; B: -4; C: -0.1; D: 1; E: -6; F: -7; G: -2; H: 1.1; I: 1
> CCC(=O)N1CCc2cc(S(=O)(=O)NCCC(=O)NCc3ccc(C)cc3)ccc21
  A: /; B: -1; C: -0.5; D: -4; E: -13; F: -18; G: 5; H: -0.5; I: 0
> CC(=O)c1ccc2c3c(cccc13)C(=O)N(CCc1ccccc1)C2=O
  A: -3; B: 0; C: 0.9; D: 20; E: -1; F: -8; G: -7; H: 2.9; I: 4
> COC(=O)c1cccc(NC(=O)CSc2nnc(-c3ccco3)o2)c1
  A: -4; B: -5; C: -0.1; D: 4; E: /; F: -19; G: -3; H: -3.3; I: 1
> Cc1ccc2cc(C#N)c(SCc3nnc(-c4ccccc4[N+](=O)[O-])o3)nc2c1
  A: 5; B: -2; C: -1.4; D: 5; E: 7; F: -5; G: -8; H: 0.8; I: 1
> Cc1nc(N)nc(N/N=C/c2c(F)cccc2Cl)n1
  A: 3; B: -5; C: -0.1; D: -8; E: -4; F: 0; G: -2; H: -0.7; I: 1
> Cn1c(O)c(N=Nc2ccc(F)cc2)c2ccccc21
  A: 13; B: -3; C: 0.8; D: 2; E: -13; F: -17; G: 1; H: 1.3; I: 4
> O=C(Nc1ccc(N2CCCC2)c(Cl)c1)c1ccc([N+](=O)[O-])o1
  A: /; B: 6; C: -0.6; D: -8; E: /; F: 10; G: 13; H: /; I: 1
> O=C(Cn1cnc2cc([N+](=O)[O-])ccc2c1=O)NCc1ccc(Cl)cc1
  A: -3; B: -3; C: 0.5; D: -12; E: 6; F: 15; G: 1; H: 0.9; I: 10
> COc1ccc(CCNS(=O)(=O)c2ccc3c(c2)OCCO3)cc1
  A: 12; B: -2; C: -0.8; D: 10; E: -5; F: -5; G: -10; H: -0.4; I: 4
> Cc1ccc(CSC2=NCCN2C(=O)C(C)Oc2ccccc2)cc1 (stereo not drawn)
  A: -11; B: -6; C: 0.2; D: -12; E: 19; F: -3; G: -6; H: 1.6; I: 10
> Cc1cc(C)c2sc(NC(=O)c3ccc(S(=O)(=O)N4CCCC4)cc3)nc2c1
  A: /; B: 1; C: 0.7; D: /; E: 12; F: 7; G: 20; H: 0.2; I: 0
> CN(C)c1ccc(/C=C(\NC(=O)c2ccccc2)C(=O)NCc2cccnc2)cc1
  A: 2; B: /; C: 0.8; D: -18; E: 15; F: 4; G: 0; H: 1.9; I: 14
> CCN(CCO)C(=O)CC(c1ccccc1)c1cc(Br)ccc1O (stereo not drawn)
  A: 12; B: -5; C: 0.3; D: 0; E: -9; F: -4; G: -2; H: -0.4; I: -1
> Clc1ccc(Nc2nc3cccnc3s2)cc1
  A: -2; B: -5; C: 0.7; D: -11; E: -1; F: 3; G: -8; H: 0.5; I: 0
> CCCCC(=O)Nc1sc2c(c1-c1nc3ccccc3s1)CCN(C(C)=O)C2
  A: -17; B: 5; C: 0.2; D: /; E: 5; F: 5; G: 11; H: 0.5; I: 0
> CC1(C)CC[C@]2(C(=O)O)CC[C@]3(C)C(=CCC4[C@@]5(C)CC[C@H](O)C(C)(C)C5CC[C@]43C)C2C1 (stereo partly drawn)
  A: -18; B: 1; C: 0.1; D: /; E: 5; F: -17; G: 0; H: -0.5; I: -1
> C=C(C)n1c(=O)n(Cc2ccc(C)cc2)c2ccccc21
  A: 11; B: -1; C: 0.1; D: 4; E: 10; F: 0; G: -3; H: 0.4; I: -1
> Cc1cccc(C(=O)Nc2sc3c(c2C(=O)NCc2ccco2)CCCC3)c1
  A: /; B: -1; C: -0.8; D: 15; E: 18; F: 1; G: 9; H: -2.1; I: 2
> O=C(NNC(=O)c1ccc2nonc2c1)Nc1ccc(Cl)cc1
  A: 0; B: 2; C: 0.3; D: -18; E: -23; F: -28; G: -2; H: -0.3; I: 0

# Copied from the list:
# C=C(C)n1c(=O)n(Cc2ccc(C)cc2)c2ccccc21 @ D2 PAM = 10
# Clc1ccc(Nc2nc3cccnc3s2)cc1 @ D1 potentiator = -5
# COc1ccc(CCNS(=O)(=O)c2ccc3c(c2)OCCO3)cc1 @ TRHR enhancer = -10

# High-throughput results as filed in PubChem.
